Screening data from PubChem BioAssay.
MITF inh: inhibitors of human MITF; AlphaScreen MITF homodimerization, bead proximity signal; inhibition, % at 2.6 µM; O75030; 650,000 compounds, 0.91% hits; in the data active = inhibition above about 50%;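 also: 0% = vehicle wells with protein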
FBW7 act: activators of human E3 ligase FBW7; AlphaScreen FBW7–phospho-cyclin E peptide binding, activator screen; normalized activity (activation), % at 26.1 µM; 650,000 compounds, 0.13% hits; AID 1259310; in the data active = normalized activity above about 1.9%;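 also: purified mutant Fbw7 with reduced substrate affinity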
Target sequence (Q969H0 whole entry, looked up): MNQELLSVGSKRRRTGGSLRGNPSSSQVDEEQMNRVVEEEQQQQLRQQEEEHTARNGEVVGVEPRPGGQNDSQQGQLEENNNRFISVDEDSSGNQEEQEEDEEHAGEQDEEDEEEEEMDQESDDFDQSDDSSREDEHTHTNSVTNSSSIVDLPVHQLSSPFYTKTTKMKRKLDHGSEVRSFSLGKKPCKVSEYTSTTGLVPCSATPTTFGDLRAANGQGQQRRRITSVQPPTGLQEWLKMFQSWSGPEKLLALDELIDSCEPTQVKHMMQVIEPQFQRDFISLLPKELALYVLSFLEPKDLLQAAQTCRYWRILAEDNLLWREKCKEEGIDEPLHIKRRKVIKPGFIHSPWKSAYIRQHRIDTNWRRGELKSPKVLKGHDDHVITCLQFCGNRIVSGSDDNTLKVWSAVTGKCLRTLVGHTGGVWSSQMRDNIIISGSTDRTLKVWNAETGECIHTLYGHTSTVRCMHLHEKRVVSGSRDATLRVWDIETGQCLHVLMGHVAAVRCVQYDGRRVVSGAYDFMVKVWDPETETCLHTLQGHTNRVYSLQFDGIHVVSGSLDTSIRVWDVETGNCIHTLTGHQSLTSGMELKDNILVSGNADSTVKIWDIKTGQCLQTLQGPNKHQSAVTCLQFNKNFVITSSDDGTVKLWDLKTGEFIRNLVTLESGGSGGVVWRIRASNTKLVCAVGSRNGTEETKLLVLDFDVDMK
TEAD-YAP inh: TEAD-YAP interaction inhibition | HEK-TIYL cells, TEAD-Gal4/YAP UAS-luciferase luminescence | inhibition, % at 9.12 µM | 640,000 compounds, 1.4% hits | AID 1259422; in the data active = inhibition above about 32%;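 also: 0% = median of test compound wells and 100% = reference inhibitor wells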
GPR151 activ: human GPR151 activation; Q8TDV0; PathHunter beta-arrestin GPR151 cells, luminescence; activation, % at 11.2 µM; 650,000 compounds, 1% hits; AID 1508602; in the data active = activation above about 4.9%;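 also: 0% = median of compound wells and 100% = cells with positive control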
An asterisk follows results filed as active; & = joins results of further samples.

SMILES	MITF inh	FBW7 act	TEAD-YAP inh	GPR151 activ
CCCCn1c(=N)n(CC(O)c2ccc(Cl)c(Cl)c2)c2ccccc21 (centres undefined)	9	-0.1	10	0.0
O=c1cc(CCl)c2cc3c(cc2o1)CCC3	15	1.1	6	0.3
O=C(NCCC1=CCCCC1)c1ccc2c(=O)n(-c3cccc(C(F)(F)F)c3)c(=S)[nH]c2c1	-3	-0.2	-4	1.4
CCCSc1nnc2c(n1)OC(c1cc(OC)c(OC)cc1OC)Nc1ccccc1-2 (centres undefined)	2	0.0	-51	0.7
O=C(NCCc1ccncc1)/C(=C/c1ccc[nH]1)NC(=O)c1ccco1	-6	0.1	11	0.0
CCOc1ccc(S(=O)(=O)Nc2ccc(Br)cc2)cc1C	13	0.3	-3	2.0
COCC1CCN(C(=O)CCc2nnc(C3(c4ccc(Cl)cc4)CCC3)o2)CC1	11	0.1	4	-0.7
Cc1ccc(CN2CCN(S(C)(=O)=O)CC2)cc1	43	-0.2	14	-0.2
Cc1ccc(C(=O)O)cc1NC(=O)Nc1ccc(F)c(Cl)c1	-10	0.0	-18	0.8
CCN(CC)C(=O)CN(C1CCCCC1)S(=O)(=O)c1ccc(Cl)cc1	4	0.0	9	-1.0
COc1ccc(C2CC(=O)c3sc(N)nc3C2)cc1 (centres undefined)	-5	0.0	-7	-0.6
CN(C)S(=O)(=O)Nc1ccc(N2CCC(NCc3ccc4c(c3)OCO4)CC2)cc1	4	-0.1	4	-0.2

Compound profiles, from the list above:
CN(C)S(=O)(=O)Nc1ccc(N2CCC(NCc3ccc4c(c3)OCO4)CC2)cc1 is listed as MITF inh = 4; FBW7 act = -0.1; TEAD-YAP inh = 4; GPR151 activ = -0.2
Cc1ccc(C(=O)O)cc1NC(=O)Nc1ccc(F)c(Cl)c1 is listed as MITF inh = -10; FBW7 act = 0.0; TEAD-YAP inh = -18; GPR151 activ = 0.8

Additional compounds:
SMILES	MITF inh	FBW7 act	TEAD-YAP inh	GPR151 activ
O=C1CCCN1CCn1cnc2c(Nc3ccc(N4CCOCC4)cc3)nc(Nc3nccc4ccccc34)nc21	9	-0.3	-9	0.4
O=S(=O)(c1ccc(F)cc1)N1CCN(C23CC4CC(CC(C4)C2)C3)CC1	0	-0.2	-3	-0.7
CCOC(=O)CNC(=O)Cn1cnc2c(nnn2-c2cccc(F)c2)c1=O	9	1.0	2	-1.2
C#CCSc1nc2sc3c(c2c(=O)n1CC(=C)C)CCC3	10	0.1	14	-1.6
O=S(=O)(c1ccc(Cl)cc1)N1CCC(O)(c2cccnc2)CC1	4	-0.3	2	-1.0
CCOC(=O)C1CCN(C(=O)c2cc(S(=O)(=O)N3CCCC3)cn2C)CC1	8	-0.1	8	0.3
COCCOC(=O)C1=C(C)NC(C)=C(C(=O)OC/C=C/c2ccccc2)C1c1cccc([N+](=O)[O-])c1 (centres undefined)	14&3	-0.1&-0.1	5	3.1&-1.1
O=[N+]([O-])c1ccccc1C1Nc2cccc3cccc(c23)N1	11	0.6	4	0.2
O=C(Nc1cccc2ccccc12)OCC(F)(F)C(F)F	-7	-0.1	7	1.1
COc1cccc(NC(=O)c2cc(OC)c(C(=O)c3ccccc3)cc2OC)c1	4	-0.1	4	0.7
CCCCCn1c(SCc2cccc([N+](=O)[O-])c2)nc2cc(C(=O)N3CCN(C(=O)OCC)CC3)ccc2c1=O	-4	-0.4	-5	-1.4
O=C(O)CCc1nc(=S)[nH][nH]1	-7	-0.1	-6	-1.4
CC(C)(C)OC(=O)N[C@H](Cc1ccccc1)c1nc(-c2ccncc2)no1	7	0.0	-4	-0.8
COc1ccc(NC(=O)c2cccc(NC(=O)C(C)C)c2)c([N+](=O)[O-])c1	2	-0.3	-18	-0.4
CC(=O)N1CCN(C(=O)CCN2Cc3cc(Cl)ccc3OC(C)C2)CC1 (centres undefined)	17	0.8	3	-0.4
Cc1ccc(NC(=O)c2cc(NC(=O)/C=C\C(=O)O)ccc2N2CCOCC2)cc1Cl	9	-0.2	-8	-0.4
O=[N+]([O-])c1ccc2nonc2c1Nc1ccccc1-c1ccccc1	4	-0.2	-2	-1.5
Cc1nc2cnc(-c3ccc(N4CCN(C)CC4)cc3)cn2c1NC(=O)CC(C)C	-1	-0.1	-9	-0.6
CCOC(=O)c1sc2nc(CC(=O)OC)nc(N3CCN(Cc4ccccc4)CC3)c2c1C	11	0.3	-2	-1.0
CC(NC(=O)C1CCOCC1)c1nnc2n1CCN(Cc1ccc3ncccc3c1)CC2 (centres undefined)	2	-0.1	-9	1.4
Clc1cccc(Cl)c1COc1ccccc1CNn1cnnc1	-9	0.0	-11	1.9
COc1ccccc1CCNC(=O)CCC1(Cc2ccc3ccccc3c2)CCC(=O)N1 (centres undefined)	25	0.6	12	0.2
CC1(C)C2CCC1(C)C(N=CC1=C(O)c3ccccc3C1=O)C2 (centres undefined)	-16	0.4	17	-0.7
Cc1cccc(C2=N/C(=C\c3ccc(Cl)c(Cl)c3)C(=O)O2)c1	-5	-0.1	-9	2.1

5 of these compounds in another layout:
Results follow in this order: MITF inh	FBW7 act	TEAD-YAP inh	GPR151 activ
- O=[N+]([O-])c1ccc2nonc2c1Nc1ccccc1-c1ccccc1
  4	-0.2	-2	-1.5
- Cc1nc2cnc(-c3ccc(N4CCN(C)CC4)cc3)cn2c1NC(=O)CC(C)C
  -1	-0.1	-9	-0.6
- CCOC(=O)c1sc2nc(CC(=O)OC)nc(N3CCN(Cc4ccccc4)CC3)c2c1C
  11	0.3	-2	-1.0
- CC(NC(=O)C1CCOCC1)c1nnc2n1CCN(Cc1ccc3ncccc3c1)CC2 (centres undefined)
  2	-0.1	-9	1.4
- Clc1cccc(Cl)c1COc1ccccc1CNn1cnnc1
  -9	0.0	-11	1.9

Back to the main list with the 2 entries that preceded the break.
SMILES	MITF inh	FBW7 act	TEAD-YAP inh	GPR151 activ
CC1(C)C2CCC1(C)C(N=CC1=C(O)c3ccccc3C1=O)C2 (centres undefined)	-16	0.4	17	-0.7
Cc1cccc(C2=N/C(=C\c3ccc(Cl)c(Cl)c3)C(=O)O2)c1	-5	-0.1	-9	2.1
COc1cc(S(=O)(=O)N(Cc2cccs2)C2CCCCC2)ccc1-n1cnnn1	-2	-0.1	-6	-1.8
Cc1ccc(NC(=O)CCOc2ccccc2)cc1Cl	10	2.4*	-23	-0.2
Cc1cnc(CNc2cc(-c3cccc(C(F)(F)F)c3)nc(-c3cccnc3)n2)nc1	21	-0.5	10	1.3
O=C1NC(=O)/C(=C\c2ccc(OCc3ccc(Cl)cc3)cc2)N1	7	1.1	4	0.3
CC(O)CCC(=O)N/N=C/c1cccc([N+](=O)[O-])c1 (centres undefined)	-21	-0.1	5	-1.2
CCCn1c(=N)c(S(=O)(=O)c2ccccc2)cc2c(=O)n3ccccc3nc21	10	0.1	-12	-0.5
CCC(c1nnnn1C(C)(C)C)N(CCO)Cc1cc2cc(C)cc(C)c2[nH]c1=O (centres undefined)	0	-0.2	8	2.4
CCC(Oc1cccc(Br)c1)C(=O)NN (centres undefined)	8	0.2	4	3.7
CCOC(=O)c1c(CN2CCCCC2)n(C)c2ccc(OC)c(S(=O)(=O)c3ccccc3)c12	-2	0.0	-2	0.3
CC(NC(=O)/C(=C\c1ccc(Cl)cc1)NC(=O)c1ccccc1)C(=O)O (centres undefined)	7	0.2	13	3.0
COc1ccc(CCNC(=O)CCCCCn2c(SCC(=O)NC3CCCCC3)nc3cc4c(cc3c2=O)OCO4)cc1OC	7	-0.1	1	0.3
CC(C)c1ccc(N2CCN(Cc3cccnc3)C2=O)cc1	4	0.0	-22	-0.1
O=c1c2cnn(CCO)c2ncn1Cc1cccc2ccccc12	7	0.0	6	0.7
CN(C(=O)C1CCOC1)c1nnc(-c2ccccn2)s1 (centres undefined)	-6	-0.2	-57	1.5
C/C(Cn1nnc2ccccc21)=N/OC(=O)c1ccccc1C	-6	0.0	-3	-1.2
CN1C2C=C(N(CCc3ccccc3)C(=O)c3ccc(-c4ccccc4)cc3)CC1CC2 (centres undefined)	0	-0.1	4	1.3
COc1ccccc1NC(=O)CSCc1nc2ccccc2c(=O)n1-c1ccccc1Cl	4	0.2	9	0.6
CCN(CC)S(=O)(=O)c1ccc(NC(=O)c2ccccc2)cc1	-2	-0.2	-16	0.3
O=C(COc1ccc(Cl)cc1Cl)Nc1ccc2c3c(cccc13)CC2	6	-0.1	1	-2.4
c1ccc(Oc2ccccc2-c2cnc3c(NCc4ccco4)nccn23)cc1	4	0.3	1	0.1
Cc1nn(CCC(=O)N[C@@H](Cn2nnc3ccccc32)C(C)C)c(C)c1C	11	0.0	5	0.1
COc1ccc(OCC(=O)N/N=C/c2ccc([N+](=O)[O-])o2)c(I)c1	11	-0.1	10	-0.5
Cc1ccc2cc3c(nc2n1)CCN(CC(O)c1ccc(F)cc1)C3 (centres undefined)	-12	0.1	-18	1.0
Cc1c([N+](=O)[O-])c(=O)n(C)c(=O)n1C	8	0.2	-21	1.9
COc1cccc(-c2nc(-c3ccsc3)c(-c3ccccc3)[nH]2)c1OC	4	-0.1	5	1.5
Cc1ccc(NC(=O)CSc2nnc(-c3ccccc3F)n2C)cc1[N+](=O)[O-]	11	-0.2	9	2.5
COCCCNS(=O)(=O)c1cc(Br)cc2c1N(C(C)=O)CC2	-5	-0.1	1	0.2
COc1ccc(OC)c(C(=O)c2oc3ccc(Br)cc3c2N)c1	12	-0.3	49*	-0.7
CCOC(=O)N1CCc2c(sc(NC(=O)/C=C/c3ccc([N+](=O)[O-])cc3)c2C#N)C1	1	-0.1	29	1.2
Cc1cc(C)c2nc(Nc3nc(C)cc(C)n3)nc(C)c2c1	7	-0.1	3	-0.2
COc1ccc2c(c1OC)C(=O)N(c1ccccc1O)C2=O	-3	-0.1	5	0.6
O=c1c2ccccc2c(C=Nc2c(F)cccc2F)c(O)n1-c1nccs1	6	-0.3	7	-0.2
COCCCNC(=O)c1ccc2c(c1)N(Cc1ccccc1)C(=O)c1ccccc1S2	12	1.1	-3	-0.5
COc1ccc(CNC(=O)C(=O)NC2CC2)cc1	2	0.1	-14	0.2
COC(=O)c1cc(NC(=O)CCCN(C)C)cc(-n2ncc3cc(Nc4ccccc4Cl)ccc32)c1	5	0.1	8	-1.1
Cc1ccc(CN(C(=O)c2cc3sccc3n2C)C2CC(C)(C)NC(C)(C)C2)o1	-4	0.1	4	-1.1
CCCOc1ccc(/C=N/NS(=O)(=O)c2ccc(Cl)cc2)cc1	-10	-0.1	-12	0.2
O=C(c1ccccc1Cl)N1CCN(c2ccc([N+](=O)[O-])c(N3CCOCC3)c2)CC1	-12	0.1	8	2.9
COc1cccc(NC(=O)C(CCSC)NC(=O)C2CCC(C)CC2)c1 (centres undefined)	-4	0.0	-7	10*
CC(C)[C@@H](Cn1nc(-c2ccc(F)c(F)c2)ccc1=O)NC(=O)CCn1cccn1	12	0.1	7	0.8
CCOC(=O)c1sc(NC(=O)C(C)C)nc1-c1ccccc1	3	0.0	13	0.4
CC1CCCC(C)N1C(=O)c1cccc2c1-c1ccccc1C2=O (centres undefined)	-18	-0.2	-9	-0.6
COc1cncc(-c2ccc3c(-c4cnn(C)c4)[nH]nc3n2)c1	0	-0.1	-18	-2.8
COc1ccc(C(=O)COC(=O)c2ccccc2[N+](=O)[O-])cc1	32	0.0	2	-7.1
CCCOc1ccc(/C=N/NC(=O)CC#N)cc1OCC	-9	-0.1	2	-0.7
Cc1ccccc1NCC(=O)N/N=C/c1cc2ccccc2nc1Cl	-7	-0.1	0	0.3
O=C(O)c1ccccc1NS(=O)(=O)c1cc(F)ccc1F	14	0.1	-5	-0.2
CCC(Sc1nnc2c3ccccc3n(C(C)C)c2n1)C(=O)Nc1sc2c(c1C#N)CCCC2 (centres undefined)	19	0.6	-8	-0.7
CC(C)CN(CC(C)C)C(=O)CN1C(=O)NC(C)(c2ccccc2Cl)C1=O (centres undefined)	-3	0.0	-3	0.9
COc1ccccc1CNS(=O)(=O)c1ccc(F)c(C(=O)Nc2cc(C)ccc2C)c1	11	0.6	-11	-0.9
Cc1cc2cc(CNC(=O)c3ccccc3F)ccc2n1C	-8	-0.1	-26	1.3
C/C(=N\Nc1nnc(C)c(=O)[nH]1)c1ccccc1	17	-0.1	-2	-0.6
CCN(CC)CC(=O)Nc1ccc(C)cc1C	5	0.1	2	-0.7
Cc1nc(NCCNC(=O)c2ccccc2)c2c3c(sc2n1)CCCC3	-2	-0.2	-5	2.2
O=C(CCN1C(=O)C2C3C=CC(CC3)C2C1=O)N1CCN(c2ccccn2)CC1 (centres undefined)	-8	0.0	-2	0.5
O=C(O)C1NCCc2ccccc21 (centres undefined)	-8	0.1	-2	-0.1
O=C1c2ccccc2C(=O)C1c1nc2c(oc3ccccc32)s1	-22	-0.5	-57	0.9
C=CCn1c(C)cc(C(=O)COC(=O)c2cncc(Br)c2)c1C	-6	0.1	-2	-0.4
CCOC(=O)c1ccc(NC(=O)CSc2nc3ccccc3c(=O)n2CCCC(=O)NCCc2ccccc2)cc1	17	0.0	10	0.1
COc1ccc(C(=O)Nc2cccc(C(C)=O)c2)cc1I	24	0.0	-46	-0.4

Laid out differently: entries from further up.
Each structure is followed by: MITF inh, FBW7 act, TEAD-YAP inh, GPR151 activ
CN(C)S(=O)(=O)Nc1ccc(N2CCC(NCc3ccc4c(c3)OCO4)CC2)cc1
 : 4, -0.1, 4, -0.2
COc1ccc(NC(=O)c2cccc(NC(=O)C(C)C)c2)c([N+](=O)[O-])c1
 : 2, -0.3, -18, -0.4
